High-throughput results as filed in PubChem BioAssay.
A3A deaminase: human APOBEC3A DNA deaminase inhibition | recombinant A3A, FAM/TAMRA ssDNA deamination fluorescence | actives 0.41% (n = 330,000) | inhibition, % at 20 µM;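 active = at least 40% inhibition at 20 µM here, with at most 30% in a related deaminase screen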;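 also: plate controls were A3A with DMSO for no effect and wells lacking A3A enzyme for full effect; some results filed as inactive read as strong as hits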
Target sequence (P31941 whole entry, looked up): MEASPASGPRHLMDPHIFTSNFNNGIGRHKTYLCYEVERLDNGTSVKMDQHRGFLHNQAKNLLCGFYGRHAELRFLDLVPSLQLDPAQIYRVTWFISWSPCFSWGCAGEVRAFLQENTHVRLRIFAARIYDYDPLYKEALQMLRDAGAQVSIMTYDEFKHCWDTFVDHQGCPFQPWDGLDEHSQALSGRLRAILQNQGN
hIAP inh: blocks human intestinal alkaline phosphatase. purified IAP, CDP-Star luminescence, 30 min. inhibition, % at 10 µM. actives 0.12% (n = 330,000);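 active = inhibition reaching a set limit with compound at 10 µM in the primary screen, cut at about 35% in these data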;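 also: plate controls were DMSO wells with enzyme for no effect and no-enzyme buffer wells for full effect; values of inactives mirror those of a sister screen read the other way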
beta cell repl: MIN6 beta-cell proliferation induction | MIN6 cells proliferation, ATPlite luminescence, 48 h; cells starved in 0.2% serum; 100% = growth in 10% serum | proliferation, % at 10 µM | actives 0.29% (n = 330,000) | AID 2380;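 active = compounds whose signal lies at least 3.5 SD above the mean of all wells on their plate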;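 also: 0% = DMSO-treated cells in low-serum medium and 100% = 10% serum control; some compounds called inactive have numbers as strong as hits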
mIAP activ: mouse IAP activation; activation factor at 10 µM; actives 0.24% (n = 330,000); muIAP, CDP-Star luminescence, 30 min; active compounds read high; 1 = vehicle-only enzyme signal, 0 = enzyme-free wells;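 active = activation factor of at least 2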; also: the source names both 10 and 20 µM as test concentration; values of inactives mirror those of a sister screen read the other way
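System: Mouse IAP enzyme | Also added: CDP-Star substrate | Dosing: Compounds dispensed in DMSO | Schedule: 30 min enzyme-substrate-compound incubation at room temperature | Technique: Chemiluminescence readout | Control set: DMSO-only wells and no-enzyme negative control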
mIAP inh: blocks mouse intestinal alkaline phosphatase | purified mouse IAP, CDP-Star luminescence, 30 min | inhibition, % at 10 µM | actives 0.2% (n = 330,000) | AID 2806;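 active = inhibition of at least 40% at 10 µM in the primary screen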;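 also: plate controls were DMSO with enzyme for no effect and no enzyme wells for full effect; values of inactives mirror those of a sister screen read the other way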
APOBEC3G inh: inhibitors of human APOBEC3G DNA deaminase; Q9HC16; recombinant A3G, ssDNA deamination FAM/TAMRA fluorescence; inhibition, % at 20 µM; actives 0.28% (n = 330,000); AID 493012;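 active = inhibition of at least 40% at 20 µM, with no more than 30% in the related APOBEC3A deaminase screen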;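 also: plate controls were DMSO wells with A3G for no effect and wells lacking A3G enzyme for full effect; some compounds called inactive have numbers as strong as hits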
Target sequence (Q9HC16 whole entry, looked up): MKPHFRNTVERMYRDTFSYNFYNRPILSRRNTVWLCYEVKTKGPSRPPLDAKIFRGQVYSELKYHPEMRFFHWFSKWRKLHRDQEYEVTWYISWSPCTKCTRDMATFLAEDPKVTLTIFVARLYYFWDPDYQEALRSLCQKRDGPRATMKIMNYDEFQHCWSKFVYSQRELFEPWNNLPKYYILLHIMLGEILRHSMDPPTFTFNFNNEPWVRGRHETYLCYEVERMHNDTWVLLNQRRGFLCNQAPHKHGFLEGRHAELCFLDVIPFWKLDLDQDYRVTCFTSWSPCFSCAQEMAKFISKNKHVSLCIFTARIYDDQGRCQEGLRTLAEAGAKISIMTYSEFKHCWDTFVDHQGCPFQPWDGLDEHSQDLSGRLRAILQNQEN
GRIN3A LBD mod: modulators (binders) of human NR3A ligand-binding domain. actives 2.5% (n = 340,000). Tm shift relative to glycine control, % at 25 µM. NR3A LBD differential scanning fluorimetry, Tm shift; 0% = protein alone, 100% = glycine-bound protein;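 active = melting temperature shift of at least 10% of the positive control shift, at one fixed dose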
hIAP activ: increases human intestinal alkaline phosphatase activity. P09923. actives 0.16% (n = 330,000). activation factor at 10 µM. purified human IAP, CDP-Star luminescence, 30 min; active compounds read high; 1 = vehicle-only enzyme, 0 = enzyme-free background;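 active = activation factor of the enzyme at least 2-fold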; also: the source names both 10 and 20 µM as test concentration; values of inactives mirror those of a sister screen read the other way
MPTP inh: permeability transition pore inhibition; isolated mouse mitochondria, Ca2+ swelling absorbance, 30 min; actives 1.4% (n = 360,000); inhibition, % at 10 µM; AID 602449;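 active = inhibition of 50% or more, scaled per plate between neutral and stimulator controls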;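 also: 0% = DMSO wells given calcium and 100% = 1 mM EGTA wells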
An asterisk follows results filed as active; . = not tested or not shown; & = joins results of further samples.

molecule,A3A deaminase,hIAP inh,beta cell repl,mIAP activ,mIAP inh,APOBEC3G inh,GRIN3A LBD mod,hIAP activ,MPTP inh
COC(=O)c1c(NC(=O)C(=O)NCCCN2CCOCC2)sc2c1CC(C)(C)OC2,-2,-20,-2,0.91,9,1,-5,1.2,0.2
Cc1cc(C)c(S(=O)(=O)N(CC(=O)O)CC(=O)O)c(C)c1,-5,-9,-1,1,-2,-6,3,1.1,-0.6
Clc1ccc(CSc2ccc(-c3ccccn3)nn2)cc1,2,-11,-6,1,-2,-4,0,1.1,2.7
COc1ccccc1NC(=O)c1ccc(NS(=O)(=O)c2cccc3cccnc23)cc1,3,-4,-2,1,0,2,18*,1,-18
COc1cccc(-c2nc(C(=O)NCCCN3CCOCC3)cc3c2[nH]c2ccccc23)c1,-2,6,-4,0.97,3,-9,-5,0.94,-0.7
CC1=C(C(=O)OCCOc2ccccc2)C(c2ccc(C)o2)C2=C(CC(C)(C)CC2=O)N1 (stereo not given),7,2,-5,1.1,-7,-1,-4,0.98,4.9
CCOC(=O)C(C)Sc1nc2c(c(=O)[nH]c(=O)n2C)n1C/C=C(/C)Cl (stereo not given),65,13,-2,0.32,68*,37,11*,0.87,-2.8
O=C(NNC(=O)c1cc(-c2ccc(Cl)c(Cl)c2)nc2ccccc12)Nc1ccccc1,-3,10,-4,0.95,5,-3,29*,0.9,-1.5
S=C(c1ccc(-c2ccc(Br)cc2)o1)N1CCOCC1,-1,8,-2,0.87,13,-6,0,0.92,2.5
COc1ccc(NC(=O)Cc2c(SC)c3ccccc3n2Cc2ccccc2)cc1,1,15,0,1.2,-20,-8,-6,0.85,3.5
CC(c1ccccc1)C1CC(=O)N(c2cc(Cl)ccn2)C1=O (stereo not given),-4,-10,-2,1.1,-8,-6,-1,1.1,0.8
COC(=O)CCCCNC(=O)Nc1ccccc1,0,8,-1,0.94,6,-2,-1,0.92,1.6
CN1CCN(NC(=S)NC2CCCCC2)CC1,-2,-2,-2,1,0,-6,-1,1,-0.2
O=C(NCCCN1CCCC1=O)c1cccc(S(=O)(=O)NCc2ccccc2)c1,-6,-5,1,1,0,-6,8,1,-1.3
NC(=O)Cn1nnc(-c2ccc(CN3CCCCC3)cc2)n1,-1,-1,-2,1.2,-18,-8,1,1,-1.9
Cc1cc(C(C)(C)C)oc1C(=O)N(CC(=O)NC1CCCC1)Cc1ccccc1,-4,-8,-4,1.3,-27,-8,3,1.1,1.1
CCc1cccc(C)c1NC(=O)CSc1nc(C)c(C)o1,-6,6,4,0.97,3,-12,0,0.94,0.3
CCOC(=O)N1CCN(C(=O)CSc2nnc(-c3c[nH]c4ccccc34)n2CCOC)CC1,2,9,-2,1,-3,-5,1,0.91,-2.2
COc1ccc(C(=O)NC(=S)N(C)C2CCCCC2)cc1Br,5,-11,-5,0.99,1,-4,1,1.1,0.7
COCCCNC(=S)NNC(=O)c1cc(-c2cccnc2)nc2ccccc12,-6,-66,2,1,-2,-8,1,1.7,-1.0
O=C(CCS(=O)(=O)c1cccs1)Nc1ccc(C(=O)NCc2ccccc2)cc1,2,-3,-3,1,-1,-4,2,1,-0.8
O=C1c2ccccc2C(=O)N1CSc1nnc(Nc2ccccc2)s1,2,0,-3,0.95,5,-5,-2,1,-2.3
Cc1ccc(-c2noc(CCC(=O)N3CCN(c4cc(C)ccc4C)CC3)n2)cc1,1,.,.,1,-1,3,3,.,1.7
O=C(NCCc1ccc(Cl)cc1)c1cc(-c2ccccn2)nc2ccccc12,-8,6,-2,0.89,11,-8,-2,0.94,-1.0
Oc1ccccc1CN1CCN(C(O)(c2ccccc2)c2ccccc2)CC1,0,-1,-6,1,-4,0,1,1,0.1
Cc1ccc(NS(=O)(=O)c2ccc3c(c2)CCC(=O)N3)cc1,-1,-5,1,0.99,1,-5,0,1,-0.1&0.0
CCn1c(=O)n(CCc2ccccc2)c(=O)c2c3c(sc21)CCCC3,8,9,-5,1,-4,4,2,0.91,6.7
CC(C)(C)c1ccc(C(=O)C2CCCN(C(=O)c3ccccn3)C2)cc1 (stereo not given),2,-21,-4,0.97,3,3,0,1.2,70*
Cc1cc(C)cc(C(=O)NCC(=O)N2CCC(C(N)=O)CC2)c1,-1,6,0,1,-1,-4,7,0.94,-1.0
O=C(NCc1ccco1)C1CCN(S(=O)(=O)c2ccc(-n3cnnn3)cc2)CC1,-4,4,4,0.85,14,-1,1,0.96,2.6

More results:
molecule,A3A deaminase,hIAP inh,beta cell repl,mIAP activ,mIAP inh,APOBEC3G inh,GRIN3A LBD mod,hIAP activ,MPTP inh
Cc1cc(CC(=O)O)n(C)c1C(=O)c1ccc(Cl)cc1,-1,3,2,1.1,-6,-10,0,0.97,-0.1
O=C(NN1CCOCC1)c1cc(-c2ccc(Cl)c(Cl)c2)nc2ccccc12,-6,-2,0,0.89,11,-12,-2,1,-0.2
Cc1nnc(Oc2ccc([N+](=O)[O-])cc2)c2ccccc12,-4,8,-1,0.96,4,-4,2,0.92,-1.3
Cc1nc2ccc(NC(=O)NCc3ccco3)cc2s1,-3,-7,-1,1.2,-16,-8,-5,1.1,-1.4
Nc1ccccc1C(=O)Nc1ccc(Cl)cc1Cl,0,-3,-3,1,-2,-6,5,1,0.3
O=C(Nc1cccc(O)c1)c1ccc(NC(=O)C2CCCO2)cc1 (stereo not given),0,5,-1,1.1,-10,-2,-8,0.95,-0.7
O=C(NNC(=O)c1ccc(-c2ccccc2)cc1)Nc1ccccc1,-5,-14,-2,1.1,-7,-5,-10,1.1,2.8
CCOC(=O)Cc1nnc2c(Nc3ccc(Cl)cc3)nc3nonc3n12,-4,18,-5,0.75,25,-5,-6,0.82,94*
Cn1c(SCc2ccccc2)nnc1-c1ccco1,2,6,0,1,-2,-4,0,0.94,-0.5
COC(=O)Cc1[nH]n(-c2ccccc2)c(=O)c1C=Nc1ccc(C)cc1,2,-3,-3,0.95,5,-2,1,1,0.5
COc1cc(C(C)=O)ccc1OCc1nnc(-c2ccccc2Br)o1,0,16,0,0.93,7,-8,-4,0.84,0.4
O=C(NCC(=O)N(Cc1ccccc1)C(C(=O)NCC1CCCO1)c1ccccc1)c1cccs1 (stereo not given),0,16,1,0.92,8,-6,-2,0.84,0.6
CC(C#Cc1ccc2c(c1)COc1c3ccccc3nn1-2)OC(C)(C)C (stereo not given),-2,-9,-1,1.1,-9,-12,2,1.1,1.1
COc1ccc(NC(=O)C(c2ccc(C)cc2)N(C)C(=O)CC2NC(=O)NC2=O)cc1 (stereo not given),4,14,-2,1,-1,-2,12*,0.86,0.1
COc1ccc(S(=O)(=O)N2CCC(NC(=O)OCc3c(Cl)cccc3Cl)CC2)cc1,1,11,-4,1.1,-12,-5,1,0.89,-0.5
O=C(Nc1cccc(Cl)c1Cl)c1snnc1-c1ccccc1,-7,-27,4,0.9,10,-6,-19,1.3,3.5
CC(C)(CNC(=O)c1sc2cc(Cl)ccc2c1Cl)N1CCOCC1,1,1,1,0.91,9,-8,1,0.99,0.9
COC(=O)c1cc2nc(-c3ccc(C)cc3)cc(C(F)(F)F)n2n1,0,-12,-4,0.99,1,-3,-1,1.1,3.6
O=C(NCc1ccncc1)c1c(F)c(F)c(F)c(F)c1F,-5,6,-2,1.1,-8,-4,-1,0.94,-0.4
O=C(O)c1cc(-c2ccc(Cl)c(Cl)c2)n(-c2ccccc2)n1,-1,-9,3,1,-2,-6,.,1.1,1.3
Cc1cc(C)cc(N(CC(=O)Nc2ccccc2-c2ccccc2)S(=O)(=O)c2ccccc2)c1,30,-4,0,1.1,-6,-11,2,1,0.6
O=C(NN=C1CCCC1)c1[nH]c2ccc(Br)cc2c1-c1ccccc1,5,-8,-6,1.1,-8,-4,-15,1.1,.
CN(C)CCNC(=O)c1cc2c(=O)n(C)c3ccccc3c2n1C,6,17,2,0.92,8,0,-1,0.83,-1.2
O=C(NCCN1CCCC1)c1ccc(Cl)cc1,3,12,-1,1.1,-8,4,0,0.88,0.9
CCOC(CCNC(=O)c1cn(C)c(=O)c2c1c1ccccc1n2C)OCC,-3,-12,0,1,-2,4,3,1.1,-0.9
O=C(CSc1ccc(-c2ccco2)nn1)c1ccc(F)cc1,4,-30,0,0.97,3,-2,-4,1.3,1.5
CN1CCC(=C(c2ccccc2)c2ccc(Br)cc2)CC1,-8,-6,-4,0.96,4,-3,-3,1.1,-1.6
O=C(Cn1cnc2c(nnn2Cc2ccccc2)c1=O)c1ccccc1,-1,14,4,1,0,-6,12*,0.86,0.5
O=C(c1ccco1)N1CCN(c2nc(C3CC3)nc3sc4c(c23)CCCC4)CC1,6,-3,-5,1,0,-3,2,1,-1.0
COc1ccccc1/C=C1/SC(=O)N(CCC(=O)Nc2ccc(S(=O)(=O)Nc3nccs3)cc2)C1=O,-1,-8,-2,0.95,5,-7,6,1.1,-2.8

2 entries picked at random from those above, as already listed:
molecule,A3A deaminase,hIAP inh,beta cell repl,mIAP activ,mIAP inh,APOBEC3G inh,GRIN3A LBD mod,hIAP activ,MPTP inh
COc1ccccc1/C=C1/SC(=O)N(CCC(=O)Nc2ccc(S(=O)(=O)Nc3nccs3)cc2)C1=O,-1,-8,-2,0.95,5,-7,6,1.1,-2.8
O=C(Nc1cccc(O)c1)c1ccc(NC(=O)C2CCCO2)cc1 (stereo not given),0,5,-1,1.1,-10,-2,-8,0.95,-0.7

Remaining list, next part:
molecule,A3A deaminase,hIAP inh,beta cell repl,mIAP activ,mIAP inh,APOBEC3G inh,GRIN3A LBD mod,hIAP activ,MPTP inh
COc1ccccc1NC(=S)NC(=O)CC(C)C,-7,-20,0,0.98,2,-8,-4,1.2,0.2
Cc1ccc(S(=O)(=O)NCCC(=O)NCC(c2cccs2)N2CCOCC2)cc1 (stereo not given),-4,-12,6,0.95,5,-6,-2,1.1,0.5
Fc1ccccc1Oc1nc(-c2ccncc2)nc2ccccc12,-3,13,0,0.92,8,-5,-1,0.87,1.4
CCOC(=O)c1c(CSc2ccsc2)n(C)c2cc(Br)c(O)c(CN(C)C)c12,-6,-8,-5,0.98,2,-4,-1,1.1,1.7
COc1ccc(CN2C(=O)c3oc4ccccc4c(=O)c3C2c2ccc(O)c(OC)c2)cc1 (stereo not given),0,4,0,0.94,6,-2,-1,0.95,-0.3
O=C(NCC(c1cccnc1)N1CCOCC1)c1cccc(Cl)c1 (stereo not given),-2,4,-2,0.91,9,-2,1,0.95,-0.4
COc1ccc(C(=O)C[n+]2cccc(C)c2)cc1,-2,-1,-2,0.96,4,-4,-3,1,0.2
CC(C)CCOP(=O)(c1ccc(N(C)C)cc1)C(O)c1ccc(N(C)C)cc1 (stereo not given),-4,-12,-3,0.95,5,-6,0,1.1,-0.2
O=C(NCc1n[nH]c(=S)n1-c1ccc(F)cc1)c1ccc(S(=O)(=O)N2CCOCC2)cc1,-3,13,-3,1,-2,25,-1,0.87,0.1
COc1cccc(C(=O)Oc2ccc3ccc(O)cc3c2)c1,-5,14,1,0.95,5,-6,-4,0.86,.
O=C(N/N=C/c1c(-c2ccccc2)[nH]c2ccccc12)c1cccnc1,2,0,-4,0.94,6,-1,-37,1,0.9
Cn1c(=O)n(CC(=O)NCC2CCCO2)c(=O)c2c3c(sc21)CCCC3 (stereo not given),3,-14,1,1,-3,1,-4,1.1,1.2
Cc1ccc(C(=O)CSc2n[nH]c(C)n2)cc1,-2,0,0,0.98,2,-8,2,1,0.0
